# Screening data (PubChem)
# Gli-Sufu block: antagonists of Gli-Sufu signaling; Sufu-KO-LIGHT fibroblasts, Gli luciferase reporter luminescence; inhibition, % at 5 µM; 340,000 tested, 0.74% active;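 active = inhibition above about 55%, limit read from the data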;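 also: 0% = DMSO-treated cells and 100% = wells with medium but no cells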
# Apaf1 inhib: blocks human Apaf-1 apoptosome activity; inhibition, % at 20 µM; reconstituted apoptosome caspase-3 activity, DEVD-Rh110 fluorescence; O14727; 330,000 tested, 0.71% active; active = inhibition of at least 40% at 20 µM;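 also: plate controls were DMSO wells for no effect and DEVD-CHO caspase inhibitor wells for full effect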
# Target sequence (O14727 whole entry, looked up): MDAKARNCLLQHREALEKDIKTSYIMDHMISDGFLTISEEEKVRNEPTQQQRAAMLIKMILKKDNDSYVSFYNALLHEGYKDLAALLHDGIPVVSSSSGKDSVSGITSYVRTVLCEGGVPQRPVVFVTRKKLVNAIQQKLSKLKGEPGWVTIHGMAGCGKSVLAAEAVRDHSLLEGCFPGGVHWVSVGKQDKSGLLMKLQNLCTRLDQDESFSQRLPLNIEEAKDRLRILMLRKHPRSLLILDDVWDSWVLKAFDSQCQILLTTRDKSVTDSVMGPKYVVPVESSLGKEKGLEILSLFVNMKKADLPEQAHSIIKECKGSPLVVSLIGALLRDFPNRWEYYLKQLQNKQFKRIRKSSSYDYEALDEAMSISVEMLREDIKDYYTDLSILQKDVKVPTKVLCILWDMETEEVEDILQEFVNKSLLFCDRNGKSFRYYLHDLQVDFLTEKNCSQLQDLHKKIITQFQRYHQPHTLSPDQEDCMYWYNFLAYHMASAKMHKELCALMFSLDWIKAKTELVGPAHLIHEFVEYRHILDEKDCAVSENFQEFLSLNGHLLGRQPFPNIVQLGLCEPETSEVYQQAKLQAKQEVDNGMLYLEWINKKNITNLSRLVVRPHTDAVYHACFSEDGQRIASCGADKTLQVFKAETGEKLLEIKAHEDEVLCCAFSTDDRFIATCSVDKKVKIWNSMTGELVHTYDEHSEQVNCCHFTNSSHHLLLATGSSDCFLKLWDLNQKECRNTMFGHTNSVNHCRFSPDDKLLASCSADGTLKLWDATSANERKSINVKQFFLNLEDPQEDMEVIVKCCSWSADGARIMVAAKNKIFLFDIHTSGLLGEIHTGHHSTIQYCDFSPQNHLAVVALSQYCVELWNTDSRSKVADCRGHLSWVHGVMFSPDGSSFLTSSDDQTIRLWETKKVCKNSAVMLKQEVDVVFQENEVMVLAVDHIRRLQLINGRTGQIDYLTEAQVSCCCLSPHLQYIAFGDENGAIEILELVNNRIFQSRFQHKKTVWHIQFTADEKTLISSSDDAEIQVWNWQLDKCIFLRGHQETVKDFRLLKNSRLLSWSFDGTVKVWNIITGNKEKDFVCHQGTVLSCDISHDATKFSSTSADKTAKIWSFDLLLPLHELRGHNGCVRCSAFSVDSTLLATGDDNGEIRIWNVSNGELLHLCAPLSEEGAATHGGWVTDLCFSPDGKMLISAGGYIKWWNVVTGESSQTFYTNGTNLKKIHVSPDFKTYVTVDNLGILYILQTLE
#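 detection = Rh110 fluorescence intensity | test system = biochemical Apaf-1 apoptosome reconstitution | also added = cytochrome c and DEVD-Rh110 substrate | schedule = 30 min plus 50 min, RT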
# HKDC1 inhibitor: inhibitors of human hexokinase HKDC1; Q2TB90; recombinant HKDC1, G6PDH/diaphorase resazurin coupled fluorescence; inhibition, % at 20 µM; 340,000 tested, 0.16% active; AID 493160;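 active = inhibition above about 35% when tested at 20 µM, limit read from the data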;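 also: plate controls were DMSO wells with enzyme for no effect and DMSO wells lacking enzyme for full effect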
#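 test system = in-house recombinant HK5 (HKDC1) enzyme | amount = HKDC1 at 5 µg/mL | control set = DMSO-enzyme wells negative, buffer-substituted wells positive | compound = one dose of 20 µM, 1% DMSO | schedule = reaction time 90 min, room temperature, protected from light | technique = resorufin fluorescence at 613 nm | reagent = glucose with 1 mM ATP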
# SENP7 inh: inhibitors of human SENP7 protease; Q9BQF6; recombinant SENP7, Z-RLRGG-aminoluciferin luminescence, 40 min; inhibition, % at 5 µM; 330,000 tested, 1.5% active; AID 434973;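 active = inhibition above about 50% at the single test dose, limit read from the data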;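 also: plate controls were DMSO with enzyme for no effect and no enzyme buffer wells for full effect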
# Jurkat NFkB inh: lowers PMA/ionomycin-induced NF-kB signal in Jurkat cells; PMA/ionomycin-induced NF-kB luciferase reporter, luminescence; inhibition, % at 4 µM; 330,000 tested, 0.53% active; AID 435003
# 697 NFkB inh: lowers PMA/ionomycin-induced NF-kB signal in 697 B cells. 697 B-cell NF-kB luciferase reporter, 16 h. inhibition, % at 4 µM. 330,000 tested, 0.33% active; in the data active = inhibition above about 35%
# UBC13 polyUb: human UBC13 polyubiquitination inhibition; P61088; UBC13 polyubiquitin chain formation, TR-FRET; 330,000 tested, 0.47% active; inhibition, % at 20 µM; AID 485273; in the data active = inhibition above about 45%, passing the limit was not always enough
# SENP8 block: blocks the human protease SENP8; inhibition, % at 10 µM; AID 2540; purified SENP8, Z-RLRGG-aminoluciferin cleavage, luminescence; 330,000 tested, 1.2% active; Q96LD8
# Starred values were filed as active, the others as inactive; / = not tested or not shown. Rule as the data show it, unless noted: active = inhibition above about 50%; inactive = the rest. Not a hit list; about 3.6% have a hit in one of these screens.
mol	Gli-Sufu block	Apaf1 inhib	HKDC1 inhibitor	SENP7 inh	Jurkat NFkB inh	697 NFkB inh	UBC13 polyUb	SENP8 block
CC(C)c1ccc(/C=N/NC(=O)CN(c2cccc(Cl)c2Cl)S(C)(=O)=O)cc1	-6	38	1	9	-27	-17	17	-10
CCOc1ccc(NC(=O)CN2CCN(c3ccccc3C)CC2)cc1S(=O)(=O)N1CCCC1	18	30	3	4	3	6	16	2
O=C(O)c1ccc(S(=O)(=O)c2ccc3c(c2)C(=O)N(c2ccc(Br)cc2)C3=O)cc1	-19	1	0	-2	11	10	-1	5
CC(C)(C)c1cc(C(=O)N/N=C/c2ccc(F)cc2)n(-c2ccccc2)n1	-9	13	3	-1	-18	-48	2	6
O=S(=O)(c1cccc2nsnc12)N1CCN(C/C=C\c2ccccc2)CC1	-8	-15	-1	7	12	3	7	11
N#Cc1ccccc1OCC(=O)Nc1ccccc1C(=O)NC1CC1	5	-8	-3	-2	12	14	4	0
CCOC(=O)c1cnc2ccc(C)cc2c1OCc1cc(F)cc(F)c1	-1	12	1	3	-8	-14	17	1
Cc1ccc(S(=O)(=O)N2[C@@H](c3ccccc3F)C(C(=O)O)=CC[C@H]2c2ccc(C(C)C)cc2)cc1	-1	26	9	2	17	9	-25	5
O=C(Nc1c(Cl)cc(Cl)cc1C(=O)NCCN1CCOCC1)c1cccc([N+](=O)[O-])c1	2	-8	-8	-4	-14	10	-10	-12
CCCCC1S/C(=N/N=C/c2ccco2)NC1=O (stereo not given)	-18	8	-6	3	6	9	-2	-3
Cc1cccn2c(/C=N/OCc3ccc(F)cc3)c(-c3ccc(Cl)cc3)nc12	4	1	0	-4	5	-3	-6	1
COC1CCN(C(=O)c2ccc(OC3CCN(Cc4ccccn4)CC3)cc2)CC1	17	-6	-5	-4	-22	4	-11	4
CCOC(=O)CNC(=S)N1CCn2c(nc3ccccc32)C1	-2	-6	-3	-2	1	5	9	-2
O=C1OC(Cc2ccccn2)C(=O)C1=C1SCCS1 (stereo not given)	1	1	-5	5	14	3	-3	-2
O=C(O)C1C2CCC(O2)C1C(=O)Nc1cnn(Cc2ccccc2)c1 (stereo not given)	-7	-17	-10	2	3	6	9	-5
Cc1ccc(-n2c(C)nc3c(cnn3-c3ccc(F)cc3)c2=O)cc1	-4	0	-1	6	26	-33	7	0
COc1cccc2c(=O)cc(C)n(CC(=O)Nc3cccc(C)c3)c12	49	2	1	-5	-2	-29	-19	-12
C#CCOCCOCCOCCNc1nc(N2CCN(C(=O)Cn3cc(CCCCN)nn3)CC2)nc(N2CCN(C(=O)[C@H](C)n3cc(CCCN=C(N)N)nn3)CC2)n1	/	14	/	3	18	9	6	-2
COc1ccc(OC)c(/C=C/C(=O)Nc2ccc(OC)nc2)c1	-8	3	8	12	-2	4	8	-10
COc1cc(/C=N\NC(=O)c2ccc(Cl)cc2)ccc1Oc1ccc([N+](=O)[O-])cn1	-7	2	0	2	4	20	-10	6
O=C(NC(=S)Nc1ccccc1N1CCOCC1)c1ccco1	-1	2	-12	4	17	-23	0	-1
Cc1ccc(NC(=O)C(OC(=O)c2ccc(C=O)cc2)c2ccccc2)cc1Cl (stereo not given)	10	5	-1	0	5	3	-8	5
CN(C)C(CNC(=O)c1cc2ccccc2oc1=O)c1ccccc1 (stereo not given)	3	-6	-4	7	-48	-7	24	11
COc1ccc(NC(=S)NNc2ccc(S(=O)(=O)Nc3ccccc3C(=O)O)cc2[N+](=O)[O-])cc1	5	16	-2	-2	-10	-2	-28	12
CC1CN(Cc2cc(=O)[nH]c(C3CC3)n2)CC(C)O1 (stereo not given)	1	6	-4	-3	-13	-17	-12	-7
O=C(O)CSc1nnc(-c2ccccc2Br)n1-c1cccc(C(F)(F)F)c1	-8	6	-14	-8	0	6	-14	-1
COc1ccc(NC(C)=O)cc1NS(=O)(=O)c1cn(C)c(=O)n(C)c1=O	2	-2	-3	2	6	1	3	0
Cc1cccc(-c2nnn(C/C(N)=N/O)n2)c1	-6	-11	-11	-3	-6	-10	2	6
Cc1sc2nc(CN3CCCCC3)nc(N3CCN(C(=O)c4ccco4)CC3)c2c1C	24	-7	2	5	13	-6	4	-4
COc1ccc(/C=N/Nc2nnc(C)n2N)cc1OC	-3	-16	5	0	-7	13	-2	-5
C=CCn1cnc2scc(-c3ccccc3)c2c1=O	1	14	-6	5	-20	-33	-6	1
CNCCCOc1ccc(C)cc1Br	1	-9	-7	6	9	-8	-3	2
Cc1ccccc1NC1=NC(=S)N(c2ccccc2)C12CCCCC2	-1	18	6	-8	-12	-48	-4	-5
Cc1ccc(N2C(=O)C(Cl)=C(N3CCOCC3)C2=O)cc1Cl	0	5	-2	-10	-7	-11	-4	-13
O=C(CCn1c(=O)oc2ccccc21)Nc1ccccc1	3	5	-1	-3	7	7	4	1
CCCc1cc(=O)oc2cc(C)cc(OC(C)C(=O)NCCN3CCOCC3)c12 (stereo not given)	18	5	1	1	5	1	1	0
Cc1ccc(C(=O)CCNc2ccc(Cl)cc2)o1	-7	-6	-2	7	-10	-16	11	-5
CN(C)c1ccc(NC(=O)C2C3C=CC(C3)C2C(=O)O)cc1 (stereo not given)	43	29	3	9	-17	-9	-24	0
CC1CCCCC12NC(=O)N(CC(=O)N1CCN(Cc3ccc(C#N)cc3)CC1)C2=O (stereo not given)	4	-9	-6	-2	24	-1	4	6
CCOc1ccc(S(=O)(=O)N2CCCCC2)cc1NC(=O)CN1C(=O)NC(C)(c2ccccc2)C1=O (stereo not given)	8	15	1	-1	19	0	-2	-1
COCCn1c(SCC(=O)NC(=O)NC2CCCC2)nc2ccccc2c1=O	/	2	1	10	-3	-13	10	-7
CCOC(=O)c1cnn(-c2ccccc2)c1NC(=O)c1ccccc1	5	-7	-14	19	15	5	-1	1
CC(C)NC(=O)CN1C(=O)CSc2ccc(S(=O)(=O)N3CCCC3)cc21	-11	-8	-4	12	-10	-1	-2	-18
COc1ccc(CCNc2ccc(C)cc2)cc1	-11	-12	-10	5	-12	0	5	-3
CCOc1ccc(-n2c(=O)[nH]c3sc4c(c3c2=O)CCCC4)cc1	-2	-6	-1	7	-8	12	8	-4
CC(=O)c1cccc(N(CC(=O)NC2CCCC2)C(=O)c2csnn2)c1	-13	2	-6	-1	5	-5	2	1
COc1ccccc1Nc1nnc(SCc2nnc(-c3cc(OC)c(OC)c(OC)c3)o2)s1	8	12	35	-10	-3	-20	-3	-9
COc1ccc(Nc2ncc3c(n2)CC(c2ccccc2)CC3=O)cc1 (stereo not given)	9	3	10	1	8	16	9	2
Cc1ccccc1NC(=O)C1CC(=O)N(c2ccccc2F)C1 (stereo not given)	-1	-7	-3	-11	17	10	4	-4
CSc1ncc(-c2ccc(Cl)cc2)[nH]1	-46	4	-6	43	-82	-78	-1	16

# Looked up by compound from the entries so far, two records:
mol	Gli-Sufu block	Apaf1 inhib	HKDC1 inhibitor	SENP7 inh	Jurkat NFkB inh	697 NFkB inh	UBC13 polyUb	SENP8 block
Cc1cccc(-c2nnn(C/C(N)=N/O)n2)c1	-6	-11	-11	-3	-6	-10	2	6
CCOc1ccc(S(=O)(=O)N2CCCCC2)cc1NC(=O)CN1C(=O)NC(C)(c2ccccc2)C1=O (stereo not given)	8	15	1	-1	19	0	-2	-1

# (listing goes on)
molecule	Gli-Sufu block	Apaf1 inhib	HKDC1 inhibitor	SENP7 inh	Jurkat NFkB inh	697 NFkB inh	UBC13 polyUb	SENP8 block
COc1ccc(CNCC(O)(c2ccc(F)cc2)c2ccc(F)cc2)cc1OC	65*	5	2	-2	-16	-23	6	-3
O=C(Nc1cccc(-n2cnnn2)c1)c1cnccc1Cl	-4	-1	-7	-4	14	9	5	1
Cc1ccc(OCC(=O)NCc2n[nH]c(=O)c3ccccc23)cc1	12	0	0	16	-11	12	4	-16
CC1CCC/C(=C\Nc2ccc(O)cc2)C1=O (stereo not given)	/	34	10	15	1	22	0	-11
NC(=S)N/N=C1/CCSc2ccc3ccccc3c21	-4	20	2	0	-13	26	6	8
Cc1ccc(F)cc1CNC(=O)c1cc(COc2ccc3ncccc3c2)on1	21	12	1	4	22	-17	10	0
CC(=O)Nc1ccc(N2CCOCC2)c(C(=O)Nc2cccc(C)c2)c1	9	5	-2	17	3	6	4	-6
c1ccc(OCc2nnc3sc(C4COc5ccccc5O4)nn23)cc1 (stereo not given)	0	7	-4	-12	1	-2	-23	-9
Cc1ccc2c(CC(=O)OCn3nnc4ccccc4c3=O)coc2c1	-32	8	7	-3	-9	17	10	-5
CSc1nc(O)c(C(c2ccc(F)cc2)c2c(O)nc(SC)[nH]c2=O)c(=O)[nH]1	2	0	-1	1	-3	7	6	9
COc1cccc(NS(=O)(=O)c2c(C)cc(C)cc2C)c1	5	4	0	-1	1	6	19	-1
COc1cc(/C=C/C(=O)OCc2c(C)noc2C)ccc1OC(F)F	-15	4	3	-8	-2	15	10	-5
COC(=O)C1CCN(Cc2cn(Cc3ccccc3)nc2-c2cc3ccccc3o2)CC1	-5	-4	7	3	2	21	14	-2

# Molecules shown so far with a Cl atom:
molecule	Gli-Sufu block	Apaf1 inhib	HKDC1 inhibitor	SENP7 inh	Jurkat NFkB inh	697 NFkB inh	UBC13 polyUb	SENP8 block
CC(C)c1ccc(/C=N/NC(=O)CN(c2cccc(Cl)c2Cl)S(C)(=O)=O)cc1	-6	38	1	9	-27	-17	17	-10
O=C(Nc1c(Cl)cc(Cl)cc1C(=O)NCCN1CCOCC1)c1cccc([N+](=O)[O-])c1	2	-8	-8	-4	-14	10	-10	-12
Cc1cccn2c(/C=N/OCc3ccc(F)cc3)c(-c3ccc(Cl)cc3)nc12	4	1	0	-4	5	-3	-6	1
COc1cc(/C=N\NC(=O)c2ccc(Cl)cc2)ccc1Oc1ccc([N+](=O)[O-])cn1	-7	2	0	2	4	20	-10	6
Cc1ccc(NC(=O)C(OC(=O)c2ccc(C=O)cc2)c2ccccc2)cc1Cl (stereo not given)	10	5	-1	0	5	3	-8	5
Cc1ccc(N2C(=O)C(Cl)=C(N3CCOCC3)C2=O)cc1Cl	0	5	-2	-10	-7	-11	-4	-13
Cc1ccc(C(=O)CCNc2ccc(Cl)cc2)o1	-7	-6	-2	7	-10	-16	11	-5
CSc1ncc(-c2ccc(Cl)cc2)[nH]1	-46	4	-6	43	-82	-78	-1	16
O=C(Nc1cccc(-n2cnnn2)c1)c1cnccc1Cl	-4	-1	-7	-4	14	9	5	1
